Source: PubChem
esBAF inh: inhibitors of esBAF chromatin remodeling in mouse ES cells. reporter increase, % at 12.5 µM. actives 2% (n = 350,000). Bmi1-luciferase knock-in reporter, 24 h; 100% = twice the neutral-well signal. AID 602393; in the data active = activation above about 40%; inconclusive = no clear call, values can overlap the other calls;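 note: 0% = median of the plate's neutral control wells and 100% = double that signal; a rise in the Bmi1 reporter signal indicates esBAF inhibition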
miR122 inh: miR-122 inhibition in Huh7 cells; Huh7 miR-122 Renilla luciferase sensor, 48 h; neutral wells = 0, positive control = 100; activation (reporter increase), % at 12.5 µM; actives 0.3% (n = 340,000);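 active = mean replicate activation score at least 90 and every replicate individually at or above 90; inconclusive = only one of the two criteria met; inactive = neither criterion met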;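 note: higher luciferase means less miR-122 activity so hits act as miR-122 inhibitors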
C2C12 statin: suppressors of simvastatin-induced myotoxicity in C2C12 myotubes; actives 0.78% (n = 330,000); rescue of ATP level, % at 7.49 µM; ATP luminescence, 48 h; scaled: DMSO 0, geranylgeraniol control 100;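 active = mean ATP rescue above about 67%, or every replicate alone reaching that limit, limit read from the data, passing the limit was not always enough; inconclusive = no clear call, values can overlap the other calls; inactive = mean under the limit and some replicate under it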;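 note: myotubes were challenged with 10 µM simvastatin during compound exposure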
ERp5 inh: ERp5 (human) disulfide isomerase inhibition. ERp5 insulin aggregation, absorbance 650 nm, 90 min. inhibition, % at 9.99 µM. Q15084. actives 0.05% (n = 350,000);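 active = mean replicate inhibition above about 25%, with every replicate also reaching it, limit read from the data, passing the limit was not always enough; inconclusive = only one of those two criteria met; inactive = neither criterion met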
Target sequence (Q15084 whole entry, looked up): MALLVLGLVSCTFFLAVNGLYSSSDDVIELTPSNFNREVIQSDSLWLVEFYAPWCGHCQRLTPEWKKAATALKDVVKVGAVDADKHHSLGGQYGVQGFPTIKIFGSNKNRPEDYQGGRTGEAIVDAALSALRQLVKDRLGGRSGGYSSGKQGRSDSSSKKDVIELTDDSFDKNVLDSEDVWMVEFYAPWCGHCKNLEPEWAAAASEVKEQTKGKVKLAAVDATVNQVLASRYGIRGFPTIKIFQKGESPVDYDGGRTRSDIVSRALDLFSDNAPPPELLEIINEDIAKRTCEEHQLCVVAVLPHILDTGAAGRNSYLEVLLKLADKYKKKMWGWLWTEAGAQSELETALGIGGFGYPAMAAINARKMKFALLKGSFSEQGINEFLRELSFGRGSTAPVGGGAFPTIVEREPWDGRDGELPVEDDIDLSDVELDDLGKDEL
ARNT-TACC3 inh: disruptors of human ARNT/TACC3 interaction; AlphaScreen His-ARNT PAS-B/GST-TACC3 binding, luminescence; TACC3 fragment carries E629A point mutation; inhibition, % at 9.99 µM; actives 0.66% (n = 390,000); AID 623870;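 active = mean inhibition of replicates at least 50% and at least half of replicates each reaching 50%; inconclusive = half or more replicates reach 50% but mean below 50%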;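 note: 0% = complete ARNT plus TACC3 wells and 100% = ARNT alone without TACC3; many hits fall short of the cut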
SIRT5 block: blocks human SIRT5 desuccinylation of peptide; Q9NXA8; Purified SirT5, succinyl-peptide AMC, trypsin-coupled fluorescence; inhibition, % at 15 µM; actives 1.1% (n = 330,000); AID 652115; in the data active = inhibition above about 15%; inconclusive = no clear call, values can overlap the other calls
Target sequence (Q9NXA8 whole entry, looked up): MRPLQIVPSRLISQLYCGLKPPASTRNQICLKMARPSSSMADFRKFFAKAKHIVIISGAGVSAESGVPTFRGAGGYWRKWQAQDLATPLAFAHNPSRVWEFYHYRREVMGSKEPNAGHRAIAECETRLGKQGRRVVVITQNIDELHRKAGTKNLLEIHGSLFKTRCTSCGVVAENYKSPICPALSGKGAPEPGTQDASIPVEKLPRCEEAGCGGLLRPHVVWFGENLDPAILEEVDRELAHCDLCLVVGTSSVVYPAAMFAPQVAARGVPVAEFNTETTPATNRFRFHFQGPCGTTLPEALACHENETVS
Cneo AK release: Cryptococcus neoformans lysis via adenylate kinase release | lysis activity, % at 15 µM | actives 0.2% (n = 360,000) | AID 651654 | C. neoformans lysis, adenylate kinase release luminescence, 4 h; normalised: neutral wells 0, clomiphene wells 100;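 active = mean lysis activity across replicates of at least 80%, whatever share of replicates individually reach that level; inactive = mean lysis activity below 80%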
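Material: C. neoformans cells; Schedule: 4 h static compound exposure, 37 °C, read 1 h post-reagent; Measured by: adenylate kinase release luminescence; Read-out: signal increase indicating cell lysis; Controls: Clomiphene as positive lysis control.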
Starred values were filed as active, the others as inactive; ? = inconclusive; . = not tested or not shown; [ ] = remark or other dose.

SMILES	esBAF inh	miR122 inh	C2C12 statin	ERp5 inh	ARNT-TACC3 inh	SIRT5 block	Cneo AK release
COc1ccc(NC(=O)Nc2ccc3c(c2)C(=O)N([C@@H](C)CO)C[C@H](C)[C@@H](CN(C)S(=O)(=O)c2cccs2)O3)cc1	3	-6[16.7 µM]	.	-4	-3	1	0
CNC[C@@H]1Oc2cc(C#C[C@@H](C)O)ccc2S(=O)(=O)N([C@@H](C)CO)C[C@H]1C	1	1[16.7 µM]	.	-2	-7	-18	-7
COc1cc(/C=N/Nc2nc(N3CCCC3)nc(N3CCCC3)n2)ccc1OCc1ccccc1F	.	0	.	1	19	-2	-2
Cc1ccc(C(=O)NCCSC2CCCCC2)cc1S(=O)(=O)Nc1ccccc1	1	100*	7	15	-2	-6	.
O=C(CCNC(=O)c1ccccc1Cl)NCC(c1ccc(F)cc1)N1CCOCC1 (stereo not drawn)	-1	0	-16	0	-7	-3	5
CCOC(=O)Cn1nc(C)c(NC(=O)COc2ccc(OC)cc2)c1C	-9	-2	-5	3	13	-4	-2
COc1ccc(-c2nsc(C(=O)N(c3ccc(F)cc3)C(C(=O)NC3CCCC3)c3ccc(OC)cc3)c2N)cc1 (stereo not drawn)	6	-7	-131	.	-2	.	2
OC(c1ccccc1)(c1ccccc1)c1nccn1-c1ccccc1	-10	.	4	-2	8	3	-3
CC(C)COC(=O)N(C)C[C@@H]1OCc2ccccc2-c2ccccc2C(=O)N([C@@H](C)CO)C[C@@H]1C	4	.	.	3	-10	5	1
CCCN=C1CC(C)(C)CC(=O)/C1=C(/O)CCC	-6	-7	6	9	-1	1	.
CCOC(=O)C1=C(C)Nc2sc(C(=O)c3ccc(C)cc3)c(N)c2C1c1ccc(C(=O)OC)cc1 (stereo not drawn)	.	-6	.	1	-8	1	2
O=C1NC(=O)N(c2ccccc2)C1=O	-1	.	-12	0	-8	-1	-2
O=C(NC(=S)Nc1ccc(S(=O)(=O)NC2CCCCC2)cc1)c1cccs1	.	396*	.	4	-1	-1	0
C[C@@H]1CCCCO[C@H](CN(C)C(=O)c2ccncc2)[C@@H](C)CN([C@H](C)CO)C(=O)c2cc(NC(=O)CCCCCC(=O)Nc3ccccc3N)ccc2O1	2	1[16.7 µM]	.	-1	-11	.	-1
COCC(=O)Nc1ccc2c(c1)OC[C@@H](C)N(Cc1cccc(F)c1)C[C@@H](C)[C@H](OC)CN(C)C2=O	4	.	8	?	3	-2	-2
CC(=O)NC(C)(c1ccccc1)c1nc(-c2csc3ccccc23)cs1 (stereo not drawn)	2	-1	7	-2	.	0	-2
C[C@H](CO)N1C[C@H](C)[C@@H](CN(C)Cc2ccc(C(F)(F)F)cc2)OCCCC[C@H](C)Oc2ccc(NS(=O)(=O)c3ccc(Cl)cc3)cc2C1=O	-13	8[16.7 µM]	.	0	16	19*	2
CN(C(=O)c1cccc(NC(=O)Cc2ccc([N+](=O)[O-])cc2)c1)C1CC1	-2	2	7	8	0	.	-6
COc1ccccc1N1CCN(CCCN2C(=O)C3CCCCN3C2=O)CC1 (stereo not drawn)	-7	-9	-4	1	-3	2	-1
Cc1ccc(OC(C)C(=O)Nc2ccccc2C(=O)N2CCN(C)CC2)cc1 (stereo not drawn)	-8	-9	-8	0	-3	0	3

Only miR122 inh and SIRT5 block (five entries from above):
Molecule,miR122 inh,SIRT5 block
Cc1ccc(C(=O)NCCSC2CCCCC2)cc1S(=O)(=O)Nc1ccccc1,100*,-6
O=C(CCNC(=O)c1ccccc1Cl)NCC(c1ccc(F)cc1)N1CCOCC1 (stereo not drawn),0,-3
CCOC(=O)Cn1nc(C)c(NC(=O)COc2ccc(OC)cc2)c1C,-2,-4
COc1ccc(-c2nsc(C(=O)N(c3ccc(F)cc3)C(C(=O)NC3CCCC3)c3ccc(OC)cc3)c2N)cc1 (stereo not drawn),-7,.
OC(c1ccccc1)(c1ccccc1)c1nccn1-c1ccccc1,.,3

The listing continues:
SMILES	esBAF inh	miR122 inh	C2C12 statin	ERp5 inh	ARNT-TACC3 inh	SIRT5 block	Cneo AK release
Cc1ccccc1-c1nc(CN2CCC(C(=O)N3CCC(C(N)=O)CC3)CC2)c(C)o1	-3	-4	-2	5	1	-1	-2
NC(=O)COc1cccc2cccnc12	-2	6	-18	5	6	-2	0
Cc1ccc(N(CC(=O)N/N=C/c2ccco2)S(=O)(=O)c2ccccc2)cc1	-4	-2	-13	-2	9	1	3
O=C1CC(C(=O)NC2CCCCC2)C2(CCCCC2)O1 (stereo not drawn)	-5	11	3	-2	-1	-2	0
CC1CCN(C(=O)/C(=C\c2ccco2)NC(=O)c2ccccc2)CC1	-11	12	2	1	13	1	.
COCCn1c(SCC(=O)Nc2cccc(F)c2)nc2c(c1=O)SCC2	0	.	11	1	1	2	-3
O=C(Nc1ccccc1C(=O)N1CCCC1)c1cccc(S(=O)(=O)N2CCCCC2)c1	5	-4	14	.	.	.	1
O=C(NC1CCS(=O)(=O)C1)c1ccc(S(=O)(=O)N2CCCCC2)cc1 (stereo not drawn)	-1	-4	5	-12	-7	-6	11
Cc1ccc(Sc2cc(C(F)(F)F)nc(N(C)C)n2)cc1	8	-26	8	.	-2	.	1
CCCC(=O)Nc1ccc2c(c1)C(=O)N(C)[C@@H]1CC[C@H](CC(=O)NCC3CC3)O[C@H]1CO2	-9	38[16.7 µM]	4	-1	-3	-1	59
CCn1cc(CN(C)S(=O)(=O)c2ccc3ccccc3c2)c(C)n1	-14	-4	-5	.	-8	.	-8
COc1ccc(N2CCN(C(=O)CN(c3ccccc3)S(C)(=O)=O)CC2)cc1	1	0	-8	.	-8	.	.
COc1ccc(C2CC(c3cccs3)=Nc3ccccc3S2)cc1 (stereo not drawn)	24	5	?	1	13	-4	-12
CCC(C)n1c(=N)c(C#N)cc2c(=O)n3ccccc3nc21 (stereo not drawn)	-1	-2	.	.	-3	.	-1
Cc1cc(C(=O)N/N=C2/CC(C)CC(C)(C)C2)c(C)o1 (stereo not drawn)	-6	.	-9	1	5	41*	.
Cc1ccc(NC(=O)Cc2ccc(-c3ccccc3)cc2)nc1	.	-8	.	1	2	-1	0
N#Cc1ccccc1OCC(O)CS(=O)(=O)c1ccccc1 (stereo not drawn)	3	-5	0	?	-61	1	0
O=C([C@H]1[C@H](CO)[C@H]2Cn3c(ccc(/C=C/c4ccccc4)c3=O)[C@H]2N1CC1CC1)N1CCCCC1	-2	-2[16.7 µM]	3	5	-13	-19	3
COc1ccc(NC(=O)Nc2ccc3c(c2)C(=O)N([C@H](C)CO)C[C@H](C)[C@@H](CN(C)C(=O)Nc2ccc4c(c2)OCO4)OCCCC[C@@H](C)O3)cc1	-7	4[16.7 µM]	.	2	-6	3	1
COc1ccc(CC(=O)Nc2nnc(C(C)C)s2)cc1OC	.	.	.	0	-8	-3	.
Cc1cc([N+](=O)[O-])nn1CC(=O)Nc1ccc(F)cc1	3	3	5	3	4	0	4
C[C@H]1CN([C@@H](C)CO)C(=O)c2cc(NC(=O)Cn3cnnn3)ccc2O[C@H]1CN(C)C(=O)Nc1ccc2c(c1)OCO2	-6	-3[16.7 µM]	-7	-5	-1	1	0
Cn1c(CNC(=O)c2ccc3c(c2)OCO3)nnc1SCC(=O)Nc1ccccc1F	5	-3	-1	1	13	-1	-4
COc1ccc(CN(C)CC2CCCN(CCc3ccc(F)cc3)C2)cc1OC (stereo not drawn)	-3	-2	-17	1	1	.	2
Cc1cccc(Nc2nc(N)nc(CN3CCN(c4ccccc4F)CC3)n2)c1	-2	-5	81*	.	15	.	-9
O=C(CC1NCCN(Cc2ccccc2)C1=O)Nc1ccc(Cl)cc1 (stereo not drawn)	.	.	.	1	-18	1	.
Cc1cc(C)n(-c2ccc(NC(=O)C3CCCCN3C(=O)c3ccoc3)cc2)n1 (stereo not drawn)	-3	-7	-2	0	-8	0	-3
O=C(CCn1c(=O)oc2ccccc21)n1c(=O)oc2ccccc21	0	3	-2	.	-1	.	-2
COc1ccc(F)cc1S(=O)(=O)Nc1ccc2c(c1)OCO2	-5	100*	-4	.	-5	.	1
CCC(=O)N(c1nnc(SCC(=O)NN2C(=O)NC3(CCCCC3)C2=O)s1)C1CC1	5	-7	21	-6	1	0	-2
Cc1ccc(C)c(NC(=O)COC(=O)CCCN=C2NS(=O)(=O)c3ccccc32)c1	0	-6	-7	.	0	.	.
O=C(Cn1c(NCCO)nc2ccccc21)c1ccc([N+](=O)[O-])cc1	-6	-5	10	-2	-30	-1	-5
CCCCCn1c(=O)c(Cc2ccccc2)c(O)c2ccccc21	-6	4	0	.	5	.	-5
CCCN(CCC)c1nc(Cl)nc(NCCN2CCOCC2)n1	.	.	.	-8	-1	-5	2
Cc1ccnc(-n2sc3ccccc3c2=O)n1	14	7	-4	.	2	.	1
N#Cc1cc2c(nc1SCc1ccccc1)CCCCC2	13	-4	16	.	-3	.	1
CC(=O)OC1CC(n2ccc(NC(=O)c3ccccc3)nc2=O)OC1CO (stereo not drawn)	-7	-3	128*	.	0	.	-2
FC(F)(F)c1cc(-c2ccccc2)nc(NCc2cccs2)n1	-5	0	0	-3	0	-3	4
O=C(CSc1nnc(-c2cccs2)n1-c1ccccc1)NCc1ccco1	-2	-1	.	.	-2	.	0
O=C(NCC1COc2ccccc2O1)C1CCN(S(=O)(=O)c2ccc(Cl)cc2)CC1 (stereo not drawn)	-6	-4	-2	3	8	-1	0
Cc1cccc(S(=O)(=O)N(C)C[C@@H]2OCc3ccccc3-c3ccccc3C(=O)N([C@@H](C)CO)C[C@@H]2C)c1	13	.	.	-2	0	5	1
CC(C)(C)N1CC(C(=O)Nc2ccc(C(N)=O)cc2)CC1=O (stereo not drawn)	-11	-9	4	5	.	.	2
Cc1cc(Cl)cc2sc(NC(=O)c3ccco3)nc12	17	13	4	.	1	.	6
CCS(=O)(=O)Nc1ccc2c(c1)C(=O)N(C)C[C@H](OC)[C@H](C)CN(Cc1ccccn1)[C@H](C)CO2	5	.	-6	0	2	-2	-1
CO[C@H]1CN(C)C(=O)c2cc(NC(=O)c3cc(C)on3)ccc2OC[C@@H](C)N(CC2CC2)C[C@H]1C	-1	.	-27	-4	-4	-2	-2
O=C(COC(=O)c1cncc(Br)c1)NCc1ccccc1	.	.	.	-5	-1	-2	.
COc1ccc(C(=O)Nc2c3c(nn2-c2cccc(Cl)c2)CS(=O)C3)cc1 (stereo not drawn)	-2	-4	14	.	4	.	0
O=C(C[C@@H]1CC[C@@H](NC(=O)C2CCC2)[C@H](CO)O1)Nc1nccs1	-2	.	-11	-5	1	1	7
COc1ccc(OC)c(NC(=O)Cn2c(-c3ccc(Cl)cc3)noc2=O)c1	-7	.	-5	.	-13	.	10
Cc1ccc(C(=O)NCCN2CCOCC2)c(Cl)c1	4	.	20	-5	28	0	10
Cc1cccc(NC(=O)C2CCN(c3nccc(C)n3)CC2)c1	5	-6	-1	.	-11	.	1
O=C(NCc1ccccc1)C(c1ccco1)N(C(=O)c1csnn1)C1CC1 (stereo not drawn)	1	-1	-9	-1	-7	-4	3
Cc1nc(CCNC(=O)COc2ccccc2)cs1	-2	4	1	-4	-3	-1	-1
COc1cc(CN2CCN(C(=O)c3ccccc3F)CC2)cc(OC)c1OC	-4	-2	-3	1	-1	-3	-2
O=C(COC(=O)c1nc(Cl)ccc1Cl)NCc1cccs1	.	.	.	0	20	-4	.
C[C@@H]1CN([C@@H](C)CO)C(=O)c2cccc(NC(=O)Nc3ccc(C(F)(F)F)cc3)c2O[C@H]1CN(C)Cc1ccncc1	4	0[16.7 µM]	14	-6	0	-2	0
CS(=O)(=O)N1N=C(c2ccco2)CC1c1cccc([N+](=O)[O-])c1 (stereo not drawn)	-7	3	9	4	-47	-4	.

Record cards, from the list above.
Results for Cc1cc(C(=O)N/N=C2/CC(C)CC(C)(C)C2)c(C)o1 (stereo not drawn) : esBAF inh = -6; miR122 inh = .; C2C12 statin = -9; ERp5 inh = 1; ARNT-TACC3 inh = 5; SIRT5 block = 41*; Cneo AK release = .
Results for COc1ccc(C2CC(c3cccs3)=Nc3ccccc3S2)cc1 (stereo not drawn) : esBAF inh = 24; miR122 inh = 5; C2C12 statin = ?; ERp5 inh = 1; ARNT-TACC3 inh = 13; SIRT5 block = -4; Cneo AK release = -12
